# Compound activity deposited in PubChem by several laboratories.
# eLon inh: inhibitors of E. coli Lon protease; P0A9M0; purified E. coli Lon protease, fluorescence polarization; inhibition, % at 7.94 µM; hit rate 0.42% among 360,000; AID 602123; in the data active = inhibition above about 13%, passing the limit was not always enough;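 note: 0% = enzyme with probe and DMSO and 100% = no enzyme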
# MsrA inh: inhibits bovine methionine sulfoxide reductase A; purified bovine MsrA, absorbance read-out; inhibition, % at 15.5 µM; hit rate 0.75% among 360,000; in the data active = inhibition above about 4.5%;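 note: 0% = vehicle wells with enzyme and 100% = reference inhibitor wells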
# SKN-1 block: inhibitors of C. elegans SKN-1. hit rate 0.49% among 360,000. inhibition, % at 21.8 µM. C. elegans VP596 Pgst-4::GFP/RFP ratio, acrylamide-induced, 24 h;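 active = interference check ratio from 0.5 to 1.5 plus GFP to RFP signal ratio inhibition reaching or exceeding a fixed threshold, cut at about 30% in these data, passing the limit was not always enough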; note: some compounds called inactive have numbers as strong as hits
# bovine MsrA act: bovine methionine sulfoxide reductase A activation | hit rate 0.3% among 360,000 | purified bovine MsrA, absorbance read-out | activation, % at 10.6 µM | AID 602163; in the data active = activation above about 7.5%;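 note: 0% = vehicle and 100% = reference activator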
# Tb MetRS inh: blocks T. brucei methionyl-tRNA synthetase activity; hit rate 0.4% among 360,000; purified T. brucei MetRS, ATP depletion, Kinase-Glo luminescence; inhibition, % at 11.9 µM;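 active = inhibition above a per-plate cutoff of the control wells' mean inhibition plus 3 SD, cut at about 5.5% in these data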;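 note: 0% = DMSO wells median and 100% = median of wells with control inhibitor compound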
#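 technique = Kinase-Glo luminescence, ATP depletion format | system = purified MetRS (methionyl-tRNA synthetase) enzyme from Trypanosoma brucei | timing = 15 min preincubation, 2 h reaction, all 25 °C | evaluation = percent inhibition versus plate control medians | dosing = single dose, 11.9 µM final nominal, 0.9% final DMSO | also added = substrates ATP, L-methionine and bulk Escherichia coli tRNA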
# NRP1-CendR mod: modulators of CendR peptide binding to human neuropilin-1. O14786. FAM-RPARPAR peptide binding to NRP-1, fluorescence polarization. inhibition, % at 25 µM. hit rate 0.85% among 360,000;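 active = inhibition or corrected inhibition above about 18%, plus a signal ratio from 0.5 to 1.5, limit read from the data, passing the limit was not always enough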; note: strong numbers were not always called active
# Target sequence (O14786 whole entry, looked up): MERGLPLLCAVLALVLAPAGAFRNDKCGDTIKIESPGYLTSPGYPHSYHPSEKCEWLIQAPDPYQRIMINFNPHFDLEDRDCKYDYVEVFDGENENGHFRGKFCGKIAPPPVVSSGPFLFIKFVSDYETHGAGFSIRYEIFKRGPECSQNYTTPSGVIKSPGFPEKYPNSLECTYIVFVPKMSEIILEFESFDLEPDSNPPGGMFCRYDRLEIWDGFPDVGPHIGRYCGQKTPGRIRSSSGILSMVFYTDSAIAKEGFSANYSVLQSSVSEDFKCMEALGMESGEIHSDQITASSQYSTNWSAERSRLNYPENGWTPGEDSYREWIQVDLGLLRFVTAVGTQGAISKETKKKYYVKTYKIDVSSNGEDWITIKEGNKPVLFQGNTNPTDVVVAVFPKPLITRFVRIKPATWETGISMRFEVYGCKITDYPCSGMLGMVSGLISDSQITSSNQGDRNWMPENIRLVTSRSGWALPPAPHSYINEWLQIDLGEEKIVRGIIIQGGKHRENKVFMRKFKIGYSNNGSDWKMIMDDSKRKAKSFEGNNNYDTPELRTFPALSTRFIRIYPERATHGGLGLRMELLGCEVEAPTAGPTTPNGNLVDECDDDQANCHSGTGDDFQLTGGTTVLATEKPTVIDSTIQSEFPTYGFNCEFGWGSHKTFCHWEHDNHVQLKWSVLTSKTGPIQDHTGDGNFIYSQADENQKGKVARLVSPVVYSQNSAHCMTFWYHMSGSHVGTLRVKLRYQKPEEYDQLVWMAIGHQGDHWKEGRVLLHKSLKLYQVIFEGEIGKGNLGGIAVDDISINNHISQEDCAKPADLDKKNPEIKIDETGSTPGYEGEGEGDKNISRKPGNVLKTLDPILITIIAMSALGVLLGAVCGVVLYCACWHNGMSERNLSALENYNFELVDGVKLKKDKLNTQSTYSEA
# FAS TE block: FAS thioesterase (human) inhibition | recombinant FAS-TE, OMFH fluorogenic substrate, fluorescence endpoint | inhibition, % at 15 µM | hit rate 0.67% among 360,000 | AID 602261;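 active = compounds whose normalised, plate-corrected inhibition of enzyme fluorescence in the single-dose primary screen is 50% or more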;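 note: 0% = DMSO with enzyme and 100% = substrate without enzyme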
# PABP1 MLLE inh: inhibitors of microRNA-mediated deadenylation, human PABP1 MLLE binding; inhibition, % at 20 µM; hit rate 0.36% among 360,000; GST-MLLE / FITC-PAM2 fluorescence polarization; in the data active = inhibition above about 35%, passing the limit was not always enough;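 note: plate controls were DMSO wells with GST-MLLE for no effect and wells lacking GST-MLLE protein for full effect; some results filed as inactive read as strong as hits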
# MT1-MMP act inh: inhibitors of human MT1-MMP activation | HT1080 RFP-PRO-GFP cells, GFP/RFP ratio fluorescence, overnight; percent of plate control window, DMSO zero | GFP/RFP ratio change, % at 20 µM | hit rate 0.061% among 360,000 | AID 651647;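 active = GFP/RFP ratio change of at least 30% with cell ATP level not reduced by more than half and red fluorescence within 50% of control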; note: strong numbers were not always called active
#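 Material – HT1080 RFP-PRO-GFP cells · Control set – DMSO wells and RFP-L50D-GFP cells · Incubation – overnight cell settling, then overnight compound exposure, 37 °C, 5% CO2 · Compound dosing – single-point 20 µM compound, 1% DMSO · Read-out – GFP/RFP fluorescence ratio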
# Active calls of the source: *; . = no result given.
SMILES,eLon inh,MsrA inh,SKN-1 block,bovine MsrA act,Tb MetRS inh,NRP1-CendR mod,FAS TE block,PABP1 MLLE inh,MT1-MMP act inh
Cc1cc(Cl)c2oc(C(=O)N3CCOCC3)c(C)c2c1,0,-0.9,14,-1,-0.1,8,-2,-3,-2
Cc1ccccc1Nc1c(-c2cccnc2)nc2ccccn12,-16,0.4,-1,-13,-1.7,8,-1,-2,-2
COc1ccc(/C(C)=N/N=C(\C)c2ccc(OC)cc2OC)c(OC)c1,-4,-0.1,14,-5,0.2,-8,1,2,1
COc1cc(-c2ccc(N3C(c4ccsc4)=Cc4ccc(F)cc4C3c3c[nH]c4ccc(C#N)cc34)cc2)cc(OC)c1OC (stereo not given),-18,1.5,-1,-6,-0.1,-19,-2,.,-6
Cc1ccc(OCC(=O)N2CCc3ccccc32)c([N+](=O)[O-])n1,4,0.1,5,-3,-0.8,-6,4,7,0
N=C1/C(=C\c2ccc(-c3cccc(Cl)c3)o2)C(=O)N=C2SC=C(c3ccccc3)N12,-61,-0.4,10,-6,0.5,-108,16,-64,-18
O=C(c1ccc(Cl)c(NC2=NC3CS(=O)(=O)CC3S2)c1)N1CCN(c2ccccc2)CC1 (stereo not given),0,-0.4,-9,-5,0.3,11,-9,-80,-4
COc1cc(/C=N/NC(=O)c2ccc(CN3c4cccc5cccc(c45)S3(=O)=O)cc2)cc(OC)c1O,-5,4.6*,5,-11,-1.5,-10,6,-24,4
CN1C(=O)NC(NS(=O)(=O)c2ccc(N)cc2)(C(F)(F)F)C1=O (stereo not given),0,-0.4,6,-3,0.2,3,-7,2,-4
CCSC1(SCC)N=C(N)C2(C#N)C(c3ccccc3)NC3=C(CCC3)C12C#N (stereo not given),-5,0.7,-9,-2,-0.2,-1,-6,2,-5
COc1ccccc1CN1[C@@H](CC(=O)O)c2ccccc2S1(=O)=O,-11,1.1,7,-2,-0.2,18,-10,2,0
C=CCn1cnnc1SCC(=O)NCC1COc2ccccc2O1 (stereo not given),-5,-0.7,3,-6,-0.3,-3,-9,-1,-1
CCOC(=O)C(=O)NNc1ccc(F)cc1,-2,0.0,-3,-11,-1.2,1,-8,-3,1
CCOc1ccc(NC(=S)NNC(=O)CC(C)O)cc1 (stereo not given),-1,0.8,20,-1,0.0,9,-6,-91,0
NC(=O)c1nsc(C(=O)N(CC(=O)NCc2ccccc2)c2ccc(F)cc2)c1N,4,1.9,-6,-2,1.4,-4,4,-6,0
O=C(c1ccccc1)N1CCN(C(=O)c2cc3nc(-c4ccccc4)cc(C(F)(F)F)n3n2)CC1,-2,0.7,32,-2,0.0,-1,1,-5,2
CCOC(=O)c1cc(-c2cc3ccccc3o2)n[nH]1,3,-0.7,4,-10,-0.9,-11,-3,-15,-5
Cc1cccc(C)c1C(O)c1ncc(-c2cccc(F)c2)[nH]1 (stereo not given),1,-0.2,20,-2,-0.4,-2,-4,-10,-1
Cc1onc(-c2ccccc2)c1C(=O)Nc1nncs1,3,-0.6,-11,-6,-0.9,0,-4,15,1
O=C(c1ccccc1)N1CCN(c2ccc(N3CCOCC3)nn2)CC1,-10,-0.2,8,-4,-0.3,-9,-8,5,3
CC(NC(=O)C(=O)c1cn(CC(=O)N2CCOCC2)c2ccccc12)c1ccccc1 (stereo not given),-10,2.0,20,-2,0.7,3,-4,10,2
CCOc1ccc(C(=S)N2CCOCC2)cc1OCC,-10,-0.3,-1,0,-0.5,-3,-9,29,1
COC(=O)c1cc2n(n1)CCN(Cc1ccc(F)cc1)C2=O,7,-0.5,21,-3,-1.1,-1,-1,1,3
CCCOc1nc(C)cc(COC)c1C(N)=O,2,-1.6,-5,-8,0.0,7,0,-16,-1

# Two entries from above in a different format.
# The line under a structure holds: eLon inh | MsrA inh | SKN-1 block | bovine MsrA act | Tb MetRS inh | NRP1-CendR mod | FAS TE block | PABP1 MLLE inh | MT1-MMP act inh
- CCOc1ccc(C(=S)N2CCOCC2)cc1OCC
 : -10 | -0.3 | -1 | 0 | -0.5 | -3 | -9 | 29 | 1
- NC(=O)c1nsc(C(=O)N(CC(=O)NCc2ccccc2)c2ccc(F)cc2)c1N
 : 4 | 1.9 | -6 | -2 | 1.4 | -4 | 4 | -6 | 0

# (more compounds)
SMILES,eLon inh,MsrA inh,SKN-1 block,bovine MsrA act,Tb MetRS inh,NRP1-CendR mod,FAS TE block,PABP1 MLLE inh,MT1-MMP act inh
Cc1nc(C(=O)Nc2ccccc2Cl)cc2c1[nH]c1ccccc12,-2,0.4,9,-2,-0.3,0,2,-12,-3
COc1cc(S(=O)(=O)NCC2CCCO2)ccc1Br (stereo not given),0,-0.9,2,-11,-1.1,2,-7,5,0
O=C(Cn1c(NCCO)nc2ccccc21)c1ccccc1,6,-1.5,-2,-1,0.5,9,0,2,-2
CCOC(=O)C1=C(CNCc2ccccc2Cl)NC(=O)NC1c1cccc([N+](=O)[O-])c1 (stereo not given),6,-0.1,5,-1,0.3,16,23,-15,-8
CCCc1c(NC(=O)Nc2ccc(F)cc2)cnn1-c1ccc(Cl)cc1,5,-0.6,-5,-6,4.1,3,17,-3,11
N#CCC(=O)NCC1(c2ccccc2)CCCC1,-2,-1.3,-2,0,0.0,2,-6,-8,5
Cc1ccc(C(CC(=O)O)NC(=O)c2ccc(S(=O)(=O)N3CC(C)OC(C)C3)cc2)cc1 (stereo not given),-6,-0.4,16,-1,-0.1,-4,-9,2,-3
CN(C)CCNC(=O)/C(=C/c1ccc(-c2ccc(Cl)cc2)o1)NC(=O)c1ccccc1,-10,1.7,-1,1,-0.8,1,-10,4,-10
Cc1c(NC(=O)c2ccc(Br)s2)c(=O)n(-c2ccccc2)n1C,-2,0.2,13,-5,-0.1,6,-4,-1,2
CCOc1cc(N2CCOCC2)c(OCC)cc1NC(=O)CSc1cccc[n+]1[O-],3,0.5,12,1,-0.2,-8,-7,-24,3
COc1cc2c(cc1OC)C1=C(C#N)COCN1CC2,4,1.5,9,-3,0.2,-4,2,11,-7
Cc1cccc(N(C(=O)c2csnn2)C(C(=O)NC2CCCCC2)c2ccccn2)c1C (stereo not given),3,-0.5,4,-10,-1.2,-2,0,5,1
CSc1ccccc1NC(=O)c1ccc2c(c1)CCN2S(C)(=O)=O,18,0.3,16,-11,-1.8,-7,-3,2,-2
Cc1cc(=O)[nH]c(SCC(=O)O)c1C#N,-3,-0.2,14,-2,-0.2,-12,-6,-2,0
CCCCCC(=O)N1C[C@@H](O)[C@H](n2cc(C3CC3)nn2)C[C@@H]1c1ccccc1,-3,0.1,-4,-8,-0.5,9,-9,7,3
CC1(C)CC(NC(=O)c2cc(COc3cccc(C(F)(F)F)c3)on2)CCO1 (stereo not given),0,-1.1,1,-2,-0.9,3,2,-8,5
COc1ccc(C2C(=O)N(C3CCCCCC3)CC(=O)N2Cc2ccccc2)cc1OC (stereo not given),-2,-1.2,13,-3,0.1,-12,5,-6,-3
O=C(C[C@H]1C/C=C\C[C@@H](NC(=O)OCC2c3ccccc3-c3ccccc32)C(=O)O[C@@H](c2ccccc2)CNC1=O)N[C@H](CO)Cc1ccccc1,3,-0.8,-2,-2,-0.3,11,2,-2,-13
O=S(=O)(Cc1ccccc1)N(O)c1ccccc1,2,-0.5,6,-3,0.3,6,-4,23,0
N=c1c(C(=O)NCc2ccc(F)cc2)cc2c(=O)n3ccccc3nc2n1CCCN1CCOCC1,-12,1.2,12,1,0.1,-18,-9,-15,3
COc1cccc(NC(=O)CN(C)C(=O)c2cccnc2Sc2ccc(C)c(C)c2)c1,-2,0.4,-6,-2,-0.4,8,3,-5,-1
Cc1cc(Nc2ccc(C)c(F)c2)n2ncnc2n1,0,-0.5,10,1,-0.8,2,-5,-6,6
CC(C)CCN(C(=O)Cc1ccc(Cl)c(Cl)c1)c1c(N)n(Cc2ccccc2)c(=O)[nH]c1=O,-7,-0.2,-9,0,-0.4,-19,10,1,-3
CCN(CC(=O)NCc1cccnc1)S(=O)(=O)c1ccc(OC)cc1,-4,-0.5,5,-2,0.0,-5,-5,9,0
O=C(c1cccnc1)n1nc(-c2ccco2)nc1NCc1cccs1,-9,1.0,-8,-2,0.4,0,0,0,3
O=C1Cc2ccccc2C(=O)N1OCc1ccc(Cl)cc1Cl,-14,3.2,-2,-5,0.1,20,-6,6,-1
Cc1ccc(CN(C(=O)c2sc3ccccc3c2Cl)C2CCS(=O)(=O)C2)cc1 (stereo not given),6,-0.3,8,-2,-0.7,9,25,-3,1
O=C(O)c1ccc2ccc3ccccc3c2c1,6,0.6,41*,-3,-0.4,1,-3,4,-1
Cc1ccc(C(=O)N2CCC3(CC2)Oc2ccc(F)cc2C(=O)C32CC(c3ccc(Cl)cc3)=NO2)s1 (stereo not given),-6,0.5,14,-1,-0.5,16,87*,4,.
COc1cc2ccccc2cc1C(=O)N(CCN(C)C)c1nc2c(F)cccc2s1,-1,-0.3,8,2,0.0,11,21,-4,1
C=C(C)C(=O)Nc1ccc(NC(C)C)cc1,-2,0.6,0,-1,-0.2,0,-3,-9,-1
COc1ccccc1C(=O)NC(=O)COC(=O)CNC(=O)c1ccccc1,-1,1.1,9,-1,-0.4,-1,-4,8,0
O=[N+]([O-])c1cc([N+](=O)[O-])c(Oc2cccc(Cl)c2Cl)cc1NN1CCCCC1,-7,0.3,8,-2,-0.1,-3,26,-2,-7
Nc1cccc2c(O)cccc12,17,0.9,9,-2,2.4,-4,-5,8,-2
COc1cccc(-c2cccc(-c3nc(C(=O)NCc4ccc5c(c4)OCO5)cc4c3[C@H](CCO)N(S(=O)C(C)(C)C)C4)c2)c1 (stereo not given in full),-8,-0.1,-1,1,1.4,-8,-7,-28,-1
Cc1ccccc1S(=O)(=O)/N=C(/Nc1nc2ccccc2s1)c1ccccc1,-1,1.5,6,-9,-0.3,4,6,8,2
NC(=O)C1(N2CCCCC2)CCN(C(=S)Nc2ccc(F)cc2)CC1,3,0.6,2,-14,-1.1,-6,-15,-38,5
COc1cccc(CNC(=O)CCNS(=O)(=O)c2cccc3nsnc23)c1,-5,-0.3,1,-7,-1.0,-5,-7,9,0
O=C(NN1CCOCC1)c1ccc(Cl)c(Cl)c1,2,-1.1,21,-1,-0.4,-3,-2,-1,-1
O=C(CCc1ccccc1)N[C@@H]1c2ccccc2CC[C@H]1OCc1ccccc1,-5,0.7,6,-3,-2.2,0,12,8,-4
CC(OC(=O)c1cccnc1Cl)C(=O)NC1CCCCC1 (stereo not given),-6,0.3,-1,-6,0.2,0,-9,10,-3
CC(=O)Nc1ccc(S(=O)(=O)N2CCN(Cc3nc4sc(C)c(C)c4c(=O)[nH]3)CC2)cc1,-1,2.1,0,-3,-0.2,-12,2,-2,1
COCc1c(C(=O)N/N=C(\C)c2ccncc2)nnn1-c1nonc1N,-21,0.6,27,0,-0.6,4,0,0,2
Cc1ccc(OCc2nc3c4c(ncn3n2)-c2ccccc2CC42CCCC2)cc1,-5,-0.9,10,1,-0.7,6,18,5,-7

# Three records drawn at random from the list so far, as already listed:
SMILES,eLon inh,MsrA inh,SKN-1 block,bovine MsrA act,Tb MetRS inh,NRP1-CendR mod,FAS TE block,PABP1 MLLE inh,MT1-MMP act inh
O=C(CCc1ccccc1)N[C@@H]1c2ccccc2CC[C@H]1OCc1ccccc1,-5,0.7,6,-3,-2.2,0,12,8,-4
COCc1c(C(=O)N/N=C(\C)c2ccncc2)nnn1-c1nonc1N,-21,0.6,27,0,-0.6,4,0,0,2
O=C(NN1CCOCC1)c1ccc(Cl)c(Cl)c1,2,-1.1,21,-1,-0.4,-3,-2,-1,-1
